Assay outcomes: PubChem BioAssay, National Center for Advancing Translational Sciences (NCATS)
KB-V1 MDR tox = KB-V1 MDR subline cytotoxicity. KB-V1 MDR cells viability, CellTiter-Glo, 72 h. Potency, µM (titrated, usually from 46.1 µM), without a hit: top-dose activity change, negative = cytotoxicity, usual class: cytotoxic. 400,000 tested, 3.4% active; also: % is scaled to controls: 0 for no effect and ±100 for the full control effect; nearly all actives have a fitted effect of over 60% in size
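Readout: CellTiter-Glo luminescence, 10 min after addition. Cells: KB-V1 MDR subline, 72 h at 37 degrees C with compound. Analysis: corrected, normalized data fitted to concentration-effect curves.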
HT1080-NT tox = kills 2HG-producing HT-1080-NT fibrosarcoma cells; HT-1080-NT fibrosarcoma viability, CellTiter-Glo ATP luminescence, 48 h; Potency, µM (series often up to 46.1 µM), inactives show at the top dose activity, negative = less viability, hits mostly cytotoxic; 360,000 tested, 1.6% active;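 also: NT is the 2HG producing partner of a matched IDH1 knockdown line; 0% = DMSO-treated cells and -100% = media-only wells without cells; nearly all actives have a fitted effect of over 55% in size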
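Read-out is CellTiter-Glo luminescence after 10 minutes at room temperature, following 48 hours' compound treatment of HT-1080-NT cells (750 cells/well, RPMI, 5% FBS, 37 degrees C).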
GLP1R ag = agonists of human GLP-1 receptor; HEK293 GLP-1R CRE-luciferase, luminescence, 4-6 h; cells express a hypersensitive GLP-1R form; Potency, µM (titrated, usually from 45.6 µM), without a hit: at the top dose activation, most hits filed as activators; 380,000 tested, 0.007% active; also: % of control where 0% means no effect
Target sequence (P43220 whole entry, looked up): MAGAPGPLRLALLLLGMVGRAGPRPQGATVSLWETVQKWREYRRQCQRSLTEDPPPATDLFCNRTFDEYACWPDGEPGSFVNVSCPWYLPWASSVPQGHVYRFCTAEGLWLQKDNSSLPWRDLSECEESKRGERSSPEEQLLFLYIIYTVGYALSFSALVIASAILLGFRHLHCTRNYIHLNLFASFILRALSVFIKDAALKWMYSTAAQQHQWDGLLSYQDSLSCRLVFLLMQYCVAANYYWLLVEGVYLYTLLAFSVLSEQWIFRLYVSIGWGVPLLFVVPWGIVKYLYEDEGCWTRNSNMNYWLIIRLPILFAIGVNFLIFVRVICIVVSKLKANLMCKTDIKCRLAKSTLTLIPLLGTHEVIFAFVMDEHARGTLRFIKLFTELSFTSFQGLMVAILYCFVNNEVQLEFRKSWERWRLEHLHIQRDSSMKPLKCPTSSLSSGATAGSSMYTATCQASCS
GLP-1R inv ag = acts as inverse agonist at human GLP-1 receptor | P43220 | AID 624417 | 410,000 tested, 1.6% active | Potency, µM (top dose mostly 38.3 µM), inactives show top-dose activity change, negative = inhibition, most hits filed as inhibitors | HEK293 GLP-1R CRE-luciferase, luminescence, 24 h; GLP-1R form is constitutively active; also: % is scaled to controls: 0 for no effect and ±100 for the full control effect; nearly all actives have a fitted effect of over 55% in size
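Readout was luciferase luminescence, measured 12 min after detection reagent at room temperature. Beforehand, GLP-1R reporter HEK293 cells had sat 12 h, then received compounds for 24 hr at 37 deg C.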
SW480 rereplic = DNA re-replication induction in SW480 cells. SW480 DNA re-replication, Hoechst DNA content imaging, 48 h. 340,000 tested, 1.8% active. Potency, µM (doses to about 46.1 µM), without a hit: at the highest dose re-replication activation, usual class: activators; also: % of control where 0% means no effect; nearly all actives have a fitted effect of over 55% in size
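DNA re-replication was detected as more nuclei of elevated Hoechst intensity after 48 hr exposure to compound (23 nL pinned per well of 250 cells).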
HT1080 IDH1KD tx = HT-1080 IDH1 knockdown cell toxicity (counter line). HT-1080 IDH1 knockdown viability, ATP luminescence, 48 h. 360,000 tested, 2% active. Potency, µM (highest dose often 46.1 µM), for the others: at the top dose activity, negative = toxicity, usual class: cytotoxic;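 also: 0% = DMSO wells and -100% = cell-free medium wells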
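% activity derives from luminescence (CellTiter-Glo), normalised to DMSO and no-cell wells. HT-1080-IDH1KD cells, 750/well, had 48 h compound exposure at 37 °C.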
TDP-43 yeast inh = rescues yeast growth from TDP-43 toxicity. TDP-43 expressing yeast growth rescue, BacTiter-Glo, 24 h. Potency, µM (series often up to 46.1 µM), without a hit: at the highest dose growth rescue (activation), actives largely listed as activators. 410,000 tested, 1.8% active. AID 652104; also: % of control where 0% means no effect; nearly all actives have a fitted effect of over 50% in size
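Readout is BacTiter-Glo luminescence of cell growth, so inhibitors register as activators. TDP-43-expressing yeast at OD600=0.02 in galactose medium, after raffinose pregrowth to mid-log, were incubated with compound for 24 hr at 30 deg C.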
HEK293 tox = cytotoxicity counter-screen for GLP-1 receptor inverse agonists | HEK293 cAMP-luciferase reporter cells, luminescence, 24 h | Potency, µM (titrated, usually from 38.3 µM), for inactives: top-dose activity change, negative = inhibition, usual class: inhibitors | 410,000 tested, 0.13% active;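 also: loss of luciferase light is scored as toxicity; % is scaled to controls: 0 for no effect and ±100 for the full control effect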
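Compound-treated cells are incubated 24 hr at 37 deg C under 5% CO2 after a 12 hour attachment period, then luciferase detection reagent is added and luminescence is measured following 12 min at room temperature; lowered signal indicates toxicity.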
KB-3-1 tox = KB-3-1 parental cell cytotoxicity. KB-3-1 viability, CellTiter-Glo ATP luminescence, 72 h. Potency, µM (top dose mostly 46.1 µM), without a hit: at the highest dose activity change, negative = cytotoxic, most hits filed as cytotoxic. 400,000 tested, 1.4% active. AID 1347075; also: % is scaled to controls: 0 for no effect and ±100 for the full control effect; nearly all actives have a fitted effect of over 60% in size
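Luminescent ATP read-out (CellTiter-Glo) measures survival of drug-naive KB-3-1 cells after 72 h compound exposure at 37 °C. Titration series was screened from lowest to highest concentration, with DMSO vehicle plates as background controls.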
Active calls of the source: *; ? = inconclusive; . = no result given; & = joins results of further samples; [ ] = remark or other dose. Calls follow the shape of the dose curve; as a rule, active = well fitted curve in the direction sought with a large enough effect; inconclusive = small, poorly fitted or top-dose-only effect, or another doubt; inactive = no such curve, though single readings can be large; an effect the other way counts as inactive or inconclusive. Potency is read from the fitted curve at half-maximal effect.

SMILES	KB-V1 MDR tox	HT1080-NT tox	GLP1R ag	GLP-1R inv ag	SW480 rereplic	HT1080 IDH1KD tx	TDP-43 yeast inh	HEK293 tox	KB-3-1 tox
CC(=O)N1CCN(S(=O)(=O)c2cccc(C(=O)Nc3ccc(F)c(F)c3)c2)CC1	15%	-5%	7%	-18%	-10%	-9%	-2%	6%	?
Cc1ccc(S(=O)(=O)N2CCOCC2)cc1NC(=O)COC(=O)Cc1ccccc1	18%	3%	7%	6%	-2%	9%	-5%	0%	8%
O=C(c1ccc2ncsc2c1)N1CCN(c2ccccc2Cl)CC1	?	-14%	-2%	-20%	28%	-24%	10µM*	-10%	0%
CCc1cccc(CC)c1-n1c(-c2cccnc2)n[nH]c1=S	-7%	7%	-1%	-8%	-3%	19%	12%	-3%	0%
COc1ccc(OC)c(C2=NOC(C(=O)NCc3ccco3)C2)c1 (stereo not drawn)	16µM*	-19%	0%	-3%	?	?	4%	-2%	?
CC1(C(=O)NNC(=O)C2CCCCC2)CC1(Cl)Cl (stereo not drawn)	8%	17%	7%	11%	-10%	16%	0%	13%	11%
O=C(CSc1nnc(-c2ccccc2)o1)Nc1ccccc1F	?	-30%	0%	?	0%	?	7%	-3%	0%
COc1ccc(C(Nc2ccc(S(=O)(=O)NCC3CCCO3)cc2)C(=O)NC(C)(C)C)cc1OC (stereo not drawn)	5%	0%	0%	15%	2%	13%	-22%	10%	?
Cc1ccc(-c2nnn3c2nc(NCCc2ccc(S(N)(=O)=O)cc2)c2ccccc23)cc1	-14%	?	10%	26%	?	?	-32%[inhibitor]	6%	-14%
N#CCSc1ccccc1NC(=O)COC(=O)CCNC(=O)c1ccc([N+](=O)[O-])cc1	0%	-2%	-3%	5%	-1%	6%	15%	19%	3%
COc1cc(/C=C/C(=O)OCC(=O)Nc2c(C)n(C)n(-c3ccccc3)c2=O)cc(OC)c1OC	4%	-1%	-7%	18%	-11%	0%	-3%	-5%	27%
COc1ccc(C(CCO)NC(=O)c2cccs2)cc1OC (stereo not drawn)	-12%	12%	5%	12%	-9%	6%	24%[9.22 µM]	-5%	-2%
O=C(COc1ccc(F)cc1)NCCN1CCCC1	?	7%	-15%	-12%	?	29%	-25%	-3%	1%
Cc1ccc(-c2c(C)n([O-])c3c([n+]2=O)CCCC3)o1	7%	17%	-3%	7%	-4%	21%	12%	-8%	24%
COc1ccc2[nH]c3c(=O)n(CCCN4CCOCC4)cnc3c2c1	17%	1%	-1%	32%[activator]	6%	-5%	-14%	2%	-13%

Arranged by formula weight (largest number first): part of the list above.
SMILES	KB-V1 MDR tox	HT1080-NT tox	GLP1R ag	GLP-1R inv ag	SW480 rereplic	HT1080 IDH1KD tx	TDP-43 yeast inh	HEK293 tox	KB-3-1 tox
O=C(c1ccc2ncsc2c1)N1CCN(c2ccccc2Cl)CC1	?	-14%	-2%	-20%	28%	-24%	10µM*	-10%	0%
COc1ccc2[nH]c3c(=O)n(CCCN4CCOCC4)cnc3c2c1	17%	1%	-1%	32%[activator]	6%	-5%	-14%	2%	-13%
CCc1cccc(CC)c1-n1c(-c2cccnc2)n[nH]c1=S	-7%	7%	-1%	-8%	-3%	19%	12%	-3%	0%
CC1(C(=O)NNC(=O)C2CCCCC2)CC1(Cl)Cl (stereo not drawn)	8%	17%	7%	11%	-10%	16%	0%	13%	11%
Cc1ccc(-c2c(C)n([O-])c3c([n+]2=O)CCCC3)o1	7%	17%	-3%	7%	-4%	21%	12%	-8%	24%

Next part
SMILES	KB-V1 MDR tox	HT1080-NT tox	GLP1R ag	GLP-1R inv ag	SW480 rereplic	HT1080 IDH1KD tx	TDP-43 yeast inh	HEK293 tox	KB-3-1 tox
CN(C)C(=S)NC(=O)C12CC3(C)CC(C)(CC(C)(C3)C1)C2	-24%	14%	6%	0%	2%	-1%	-21%[1.82 µM]	-2%	2%
Cc1ccc(NC(=O)c2oc3ccc(S(=O)(=O)N4CCC5(CC4)OCCO5)cc3c2C)cc1C	-25%	-2%	-5%	7%&-23%	2%	-5%	-9%&-6%	-24%&-32%	-8%
CCCCNC(=O)C1C(c2ccc(C(F)(F)F)cc2)=Nc2ccccc2N1C(C)=O (stereo not drawn)	?	-3%	.	?	.	-26%	27%	0%	-10%
CC(=O)c1cccc(NC(=O)N2CCCC2C(=O)NCc2ccc3c(c2)OCO3)c1 (stereo not drawn)	0%	8%	-3%	-18%	-6%	5%	1%	-16%	20%
O=S(=O)(NCCNc1ncc(C(F)(F)F)cc1Cl)C(F)(F)F	?	?	-3%	?	9%	?	-86%[inhibitor]	?	?
O=C(NCc1ccccn1)C(C(=O)c1cccc([N+](=O)[O-])c1)n1cc(Cl)ccc1=O (stereo not drawn)	0%	-1%	-2%	6%	-4%	8%	11%	1%	6%
CCCCC(=O)NC(c1ccc(N(CC)CC)cc1)c1ccc2cccnc2c1O (stereo not drawn)	?	?	8%	?	?	?	-13%	-14%	4.6µM*
CC(C)N(CCCNC(=O)c1ccc(CS(=O)(=O)c2c(Cl)cccc2Cl)o1)Cc1ccccc1	-3%	1%	9%	?	-8%	-1%	-1%	-26%	-16%
Cc1cc(C)cc(N(CC(=O)NC(C)(C)C)C(=O)CCC(=O)Nc2ccccn2)c1	-1%	7%	-6%	5%	-10%	8%	-10%	1%	2%
Cc1ccccc1OCC(=O)Nc1nnc(-c2ccco2)s1	6%	7%	0%	1%	1%	-2%	12%	-2%	8%
Cc1cccc(NS(=O)(=O)c2ccc(S(=O)(=O)N3CCCC3)cc2)c1	?	0%	-3%	?	.	3%	13%	3%	-23%
CCC(=O)N1CCN=C1SCc1cc(C)ccc1C	22%	0%	4%	16%	-12%	-4%	5%	0%	-3%
Cn1c(SCC(=O)Nc2ccc(N3CCOCC3)cc2)nnc1-c1ccccc1	?	-9%	1%	0%	0%	2%	-27%	1%	1%
O=C(NC1CCCCC1)C(=S)N1CCCC1	7%	2%	-5%	-6%	-33%[inhibitor][1.84 µM]	-1%	.	-10%	4%
COc1cc(C)c(S(=O)(=O)N2CCOCC2)cc1C	-4%	-2%	0%	0%	8.2µM*	9%	-14%	-15%	6%

Next part:
SMILES	KB-V1 MDR tox	HT1080-NT tox	GLP1R ag	GLP-1R inv ag	SW480 rereplic	HT1080 IDH1KD tx	TDP-43 yeast inh	HEK293 tox	KB-3-1 tox
COc1ccc(C)cc1NC(=O)C1CCCN(S(=O)(=O)c2cccc3nonc23)C1 (stereo not drawn)	-17%	5%	-2%	-10%	-2%&2%	4%	10%	16%	6%
CCOC(=O)c1cnc2c(c(C)nn2C)c1Oc1ccc(OC)cc1	?	0%	23%	7%	-14%	2%	21%	3%	6%
CC(=O)Nc1ccc(S(=O)(=O)NN=Cc2ccc(Cl)c(Cl)c2)cc1	-1%	2%	6%	?	-5%	12%	-19%	17%	-17%
Cc1nc(N)sc1-c1csc(Nc2cc(N(C)C)ccc2Cl)n1	?	3%	9%	32%[activator]	.	1%	24%	-27%	5%
O=C1c2ccccc2NC(c2cn[nH]c2-c2ccc(Cl)cc2)N1O (stereo not drawn)	?	?	5%	?	-698%[inhibitor]	?	-4%	-27%	?
Cc1ccccc1CSc1nnc(-c2ccncc2)n1C	18%	22%	4%	16%	1%	19%	19%	6%	-1%
COCCN1C(=O)c2oc3cc(C)c(C)cc3c(=O)c2C1c1cccc(O)c1 (stereo not drawn)	-4%	4%	-2%	-1%	2%	13%	-12%	-24%	?
COc1ccc(OC)c(N(C(=O)c2snc(C(N)=O)c2N)C(C(=O)NCC2CCCO2)c2ccc3ncccc3c2)c1 (stereo not drawn)	5%	-3%	1%	43%[activator]	-1%	-7%	-8%	7%	-4%
CC(CC(=O)O)CC(=O)Nc1nncs1 (stereo not drawn)	30%	26%	2%	19%	?	19%	-19%	-3%	4%
CC(=O)c1ccc(N2C(=O)[C@@H]3C(C(=O)CCN4C(=O)c5ccccc5C4=O)=NN[C@@H]3C2=O)cc1	14%	8%	-1%	22%	4%	9%	-7%	-5%	10%

Rewritten with two lines to a compound: part of the list above
Each structure is followed by: KB-V1 MDR tox	HT1080-NT tox	GLP1R ag	GLP-1R inv ag	SW480 rereplic	HT1080 IDH1KD tx	TDP-43 yeast inh	HEK293 tox	KB-3-1 tox
- CC(CC(=O)O)CC(=O)Nc1nncs1 (stereo not drawn)
  30%	26%	2%	19%	?	19%	-19%	-3%	4%
- CC(=O)c1ccc(N2C(=O)[C@@H]3C(C(=O)CCN4C(=O)c5ccccc5C4=O)=NN[C@@H]3C2=O)cc1
  14%	8%	-1%	22%	4%	9%	-7%	-5%	10%
